# Source: PubChem BioAssay (National Center for Advancing Translational Sciences (NCATS))
# ERK EGF inh – qHTS Assay for Inhibitors of the ERK Signaling Pathway using a Homogeneous Screening Assay; Stimulation with EGF | HEK293-V1b, EGF-stimulated phospho-ERK AlphaScreen | 130,000 compounds, 0.41% hits | Potency, µM (series often up to 11.5 µM), inactives show at the highest dose activity change, negative = inhibition, most hits filed as inhibitors; active = well fitted inhibition curve with a large enough effect; inconclusive = small, poorly fitted or top-dose-only effect, or effect the other way;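 note: plate controls were stimulated vehicle wells for no effect and unstimulated vehicle basal for full effect; nearly all actives have a fitted effect of over 55% in size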
#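 After overnight plating in 1% FBS, HEK293-V1b cells received test compound for half an hour, then a 5 min pulse of EGF (25 nM); ERK phosphorylation in lysates was read by bead-based AlphaScreen.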
# Numbers without * were called inactive; ? = inconclusive; & = joins results of further samples; [ ] = remark or other dose. Potency is the fitted concentration of half-maximal effect. An excerpt. The share of hits here may be higher or lower than overall.
mol	ERK EGF inh
O=C(NCCc1ccccc1)C1CCN(C2CCN(C(=O)CC3=CCCCC3)CC2)CC1	?
COc1cc(NC(=O)c2cccc(Br)c2)nc(OC)n1	3.7%
Cc1cc(-c2nn(-c3ccccc3F)cc2CN2CCC(C(N)=O)CC2)c(C)s1	-7.9%[57.5 µM]
CCN(C(=O)CSc1nnc(C)n1Cc1ccccc1)C1CCS(=O)(=O)C1 (stereo unspecified)	-8.3%
CCOc1ccc(S(=O)(=O)NCCCl)cc1	-15.2%
O=C(CSc1nnc(-c2ccc(F)cc2)c2ccccc12)NCC1CCCO1 (stereo unspecified)	-1.0%
Cc1ccc(C2=Nc3cccnc3C(c3ccccc3)=NN2)cc1	-5.0%
N#CC1=C(N)C(C#N)(C#N)[C@H](c2cccnc2)[C@H]2CN(C(=O)OCc3ccccc3)CC=C12	-23.1%
CCS(=O)(=O)Nc1cccc(-c2cc(-c3ccccc3)c3cc(C)ccc3n2)c1	12.3%
Cc1nc(Nc2cccc(C(C)O)c2)c2nnn(Cc3ccccc3F)c2n1 (stereo unspecified)	-0.6%

# (further entries)
mol	ERK EGF inh
CCCOc1ccc(N2C(=O)CC(N(CCc3ccc(OC)c(OC)c3)C(=S)Nc3ccccc3)C2=O)cc1 (stereo unspecified)	3.6%
CCc1ccccc1NC(=O)CSc1ccsc1[N+](=O)[O-]	-6.6%
CCc1nnc(NC(=O)C2=NN(C3CCS(=O)(=O)C3)C(=O)CC2)s1 (stereo unspecified)	5.5%
CCOC(=O)c1cc(C)sc1NC(=O)C(c1ccccc1)c1ccccc1	0.8%
Cc1ccc(Cn2c(SCC(=O)NCC3CCCO3)nc3ccsc3c2=O)cc1 (stereo unspecified)	-3.5%
CC(C)[C@H](NC(N)=O)C(=O)Nc1ccc(F)c(Cl)c1	1.9%
Cc1cccn(Cc2c(F)cccc2Cl)c1=O	5.6%[57.5 µM]
CCC(=NCCc1c(C)[nH]c2ccc(OC(F)(F)F)cc12)C1=C(O)CC(c2ccccc2)CC1=O (stereo unspecified)	-2.0%
CCN(CC)S(=O)(=O)c1cc(NC(=O)c2n[nH]c(=O)c3ccccc23)ccc1C	?
CC1(C)OC(=O)C(=NNc2ccccc2C(=O)O)C(=O)O1	-12.1%[57.5 µM]

# Continuation:
mol	ERK EGF inh
Cc1cccc(C)c1NC(=O)COC(=O)c1cccc2c1C(=O)c1ccccc1C2=O	1.5%
CC(C)(C)N(CC#CCC1(O)c2ccccc2-c2ccccc21)CCO	-2.2%
O=S1CC/C(=N\O)c2ccccc21 (stereo unspecified)	8.1%
O=C1C(Nc2ccc(O)cc2)=C/C(=N/S(=O)(=O)c2cccs2)c2ccccc21	17.8µM*
CC(C)(C)NC(=O)NC(=O)CN1CCc2ccccc21	-8.4%
Cc1nc(CS(=O)(=O)c2ccccc2)cc(N2CCN(c3ccccc3F)CC2)n1	-2.1%
CCCc1noc(-c2cccc([N+](=O)[O-])c2)n1	-10.5%
COc1ccc(CC(=O)NNC(=O)CSc2nnc(Cc3ccc(OC)cc3)n2-c2ccccc2)cc1	-5.2%
Cc1cccc(OCc2nnc(SCC(=O)Nc3cccc(C(=O)N4CCOCC4)c3)n2C)c1	-5.4%
C=CCOc1ccccc1OC[C@H](O)CNC(C)C	-3.7%[25.7 µM]

# (next part)
mol	ERK EGF inh
CN(CCCCCC(=O)/C=N/O)Cc1ccccc1	2.6%
COc1ccc(-c2c(C#N)c(N)nc(Sc3ccc(Cl)cc3)c2C#N)cc1	5.1%[57.5 µM]
Cc1ccc(NC(=S)N2CCC(c3ccccc3)C2)c(Cl)c1 (stereo unspecified)	-4.5%
Cc1nn(C)c(C(=O)NNC(=S)NCc2ccco2)c1Cl	-4.1%
COc1ccc2ncc(S(=O)(=O)c3ccccc3)c(N3CCC4(CC3)OCCO4)c2c1	0.7%
CC(NC(=O)Cn1nc(C(=O)O)c2ccccc2c1=O)c1ccccc1 (stereo unspecified)	0.7%
CC1CC(CC(C)C(=O)NC(=S)Nc2ccc(S(N)(=O)=O)cc2)C(=O)O1 (stereo unspecified)	9.6%
Cc1c(Cl)c([N+](=O)[O-])nn1CC(=O)NCC1CCCO1 (stereo unspecified)	4.6%
Clc1cccc2c1Sc1ccccc1CC2N1CCNCC1 (stereo unspecified)	28.2µM*
Cc1ccc(N2C(=O)[C@@H]3C(C(=O)C(c4ccccc4)c4ccccc4)=NN[C@@H]3C2=O)cc1	-1.2%

# The list continues:
mol	ERK EGF inh
CC(c1nccs1)N(C)c1nc2nonc2nc1N(C)C (stereo unspecified)	-3.0%
O=C(CN1CCN(Cc2ccc(Cl)cc2)CC1)N/N=C/c1c[nH]c2ccccc12	-6.5%
C=CCNC(=S)NNC(=O)Cn1c(-c2ccccc2)cc(=O)n2ncnc12	1.6%[57.5 µM]
Oc1c(N=NC(=S)Nc2ccccc2F)c2ccccc2n1Cc1ccc(F)cc1	?
O=C(Nc1ccc(OC(F)(F)F)cc1)c1ccc2nccnc2c1	-1.3%
CC(=O)Nc1ccc2oc(-c3ccccc3)nc2c1	3.0%
N#Cc1ccc(OCC(=O)Nc2ccccc2NS(=O)(=O)c2cccs2)cc1	4.3%
O=C(c1cnccn1)N1CCC2(CCCN(c3ccc(-c4ccccc4)cc3)C2)CC1	-11.4%
O=C(NNC(=O)C(c1ccccc1)c1ccccc1)c1ccccn1	5.0%
CC(C)(C)n1cnnc1Sc1ccc([N+](=O)[O-])cn1	-6.7%[57.5 µM]

# Arranged by the number under ERK EGF inh (rising): some entries from above
mol	ERK EGF inh
O=C(c1cnccn1)N1CCC2(CCCN(c3ccc(-c4ccccc4)cc3)C2)CC1	-11.4%
O=C(CN1CCN(Cc2ccc(Cl)cc2)CC1)N/N=C/c1c[nH]c2ccccc12	-6.5%
CC(c1nccs1)N(C)c1nc2nonc2nc1N(C)C (stereo unspecified)	-3.0%
N#Cc1ccc(OCC(=O)Nc2ccccc2NS(=O)(=O)c2cccs2)cc1	4.3%
O=C(NNC(=O)C(c1ccccc1)c1ccccc1)c1ccccn1	5.0%

# The results go on.
mol	ERK EGF inh
COc1ccc([N+](=O)[O-])c(S(=O)(=O)c2ccc(Cl)cc2)n1	?
O=C1SC(SCc2ccccc2Cl)=N/C1=C\c1ccc(C(=O)O)cc1	7.1%
CC1CC(C)(C)NC(=S)N1CCCC(=O)Nc1ccc(F)cc1 (stereo unspecified)	4.3%
O=c1[nH]c(=O)n(-c2ccccc2)c2c1C(C(F)(F)F)(C(F)(F)F)N=C(C1CCCCC1)N2	9.7%
COc1ccc(NCC(O)Cn2c(C)c(C)c3ccccc32)cc1 (stereo unspecified)	-7.2%
COc1ccccc1-n1c(SCc2cc(=O)oc3cc(O)ccc23)nc2ccccc2c1=O	6.8%
COC(=O)C1=C(C(=O)OC)[C@@H]2N(C)c3ccc(OC)cc3[C@@]23C[C@@H](C(=O)OC)N(C(=O)c2ccc(Br)cc2)C3=N1	-0.5%[57.5 µM]
CC(=O)C1=C(O)C(=O)N(Cc2ccco2)C1c1ccccc1F (stereo unspecified)	-3.0%
FC(F)(F)c1ccc(CN2C[C@@H]3C(c4ccc(C(F)(F)F)cc4)C4(c5ccccc5)CC3(C4)[C@H]2c2ccccc2)cc1 (stereo partly specified)	-3.0%
CCOc1ccc(NC(=O)CSc2nccn2C)cc1	-1.0%

# Going on with the list.
mol	ERK EGF inh
CC#CCC(CC#CC)c1nc2ccccc2c(=O)n1N	3.2%
CCCCNC(=O)Nc1nc(SCC(=O)OCC)n[nH]1	-11.2%[57.5 µM]
Cc1nnsc1C(=O)Nc1cccc(Cl)c1	-3.0%
C=C(C)C(=O)Nc1cccc(C2=NOC3(C2)C[C@@H](C(N)=O)N(C(=O)c2ccc(OC)cc2)C3)c1 (stereo partly specified)	-0.5%[57.5 µM]
C=CCn1cccc(C(=O)Nc2ccc(OC)cc2OC)c1=O	-1.5%
C=C(C(=O)OC)C(NC(=O)OC)c1ccccc1 (stereo unspecified)	-0.1%
CC(C)COC(=O)N1CCCC1C(=O)O (stereo unspecified)	3.4%
CC(=O)/C(=N/Nc1ccc([N+](=O)[O-])cc1)N1CCCc2ccccc21	?
O=C(O)Cc1sc(NCc2ccco2)nc1-c1ccccc1	-6.6%[57.5 µM]
CC(Oc1cc(F)ccc1[N+](=O)[O-])C(=O)N(C)CC(=O)Nc1ccccc1C(F)(F)F (stereo unspecified)	-4.4%

# (continued)
canonical_smiles | ERK EGF inh
S=c1[nH]nc(-c2ccc3ccccc3n2)n1-c1ccc(Cl)cc1 | -4.7%
O=C(CSc1nc2ncccc2[nH]1)Nc1ccc2c(c1)OCO2 | 1.6%[57.5 µM]
CCOC(=O)c1oc2ccccc2c1CN1CCN(C(=O)c2ccccc2)CC1 | -0.4%
O=C1CN(C(=O)CNCc2ccccc2Cl)c2ccccc2N1 | 6.9%[57.5 µM]
Nc1ccccc1C(=O)CC(N)C(=O)O (stereo unspecified) | -10.2%&9.2%
C/C(=N\NC(=O)CSCc1ccccc1Cl)c1cccc(NC(=O)c2ccccc2)c1 | 3.2%
Cc1cccc(N/C(N)=N/c2nc(C(F)(F)F)cc(C(F)(F)F)n2)c1 | 2.4%
Cc1cccc(-[n+]2c(C)cc(C)c3c(=O)[nH]c(=O)[nH]c32)c1 | 1.3%
CCn1c(CCNC(=O)c2ccc(OC)cc2)nnc1SCc1ccc(Cl)c(Cl)c1 | ?
COc1ccc(NC(=O)Cn2nnc3ccccc32)c([N+](=O)[O-])c1 | -7.0%

# The results go on.
canonical_smiles | ERK EGF inh
CC(=O)N1N=C(c2ccccc2OC(=O)/C=C/c2ccccc2)CC1c1ccccc1 (stereo unspecified) | 9.5%[57.5 µM]
COc1cccc(N2CCN(C(=O)CCNS(=O)(=O)c3ccc4c(c3)c(=O)n(C)c(=O)n4C)CC2)c1 | ?
CN(C)C(=O)c1ccc(-c2nc(NCc3cccs3)c3ccccc3n2)cc1 | 10.1%
Cc1ccc(CN2C(=O)CSC2c2cccnc2)cc1 (stereo unspecified) | -5.1%[57.5 µM]
C[C@@H]1CC=C[C@H]2[C@H]1C(=O)N(Cc1ccccc1)[C@H]2c1ccc(-c2ccoc2)cc1F | -1.2%[57.5 µM]
CN(C)c1nc(N(C)C)n(C(=O)c2cccs2)n1 | -1.0%
Cc1cc(NC(=O)c2ccc3c(c2)C(=O)N(Cc2ccccc2)C3=O)no1 | -0.6%
O=C1CCCN1c1ccc(S(=O)(=O)N2CCCCC2)cc1[N+](=O)[O-] | -9.4%
O=C1Nc2cc3c(cc2C1=O)sc1ccccc13 | -0.3%[57.5 µM]
O=C(NC1CCCCCC1)c1cccnc1Sc1ccccc1 | 6.5%

# Next compounds follow.
canonical_smiles | ERK EGF inh
CC12CN3CC(C)(CN(C1)C3c1ccc([N+](=O)[O-])o1)C2 (stereo unspecified) | 6.0%[57.5 µM]
Nc1ncnc2c1nc(Br)n2C1O[C@H]2COP(=O)(O)O[C@@H]2C1O (stereo partly specified) | 1.3%
CN(Cc1ccccc1)C(=O)c1ccc(Cl)c([N+](=O)[O-])c1 | 15.4%
CCCOC1CCCN(C(=O)CCc2nnc(Cc3cccc(C)c3)o2)C1 (stereo unspecified) | -5.7%
COCCCNCCCOc1ccc(C)cc1Br | 8.1%
O=[N+]([O-])c1cccc(-c2nc(-c3ccccc3)no2)c1 | 11.7%
CC(=O)N1/C(=C/c2ccc(N(C)C)cc2)C(=O)c2ccccc21 | 25.1µM*
Cn1cnc([N+](=O)[O-])c1Oc1cccc2ccccc12 | 3.8%
Cc1ccc(C(=O)n2nnc3ccccc32)cc1[N+](=O)[O-] | 7.4%
O=C(CN1C(=O)/C(=C\c2cccc(F)c2)Oc2ccccc21)N1CCN(c2ccccn2)CC1 | -1.3%

# (next part)
canonical_smiles | ERK EGF inh
CN(C)C(=O)c1ccc(-c2nc(N(C)Cc3ccco3)c3ccccc3n2)cc1 | 15.1%
NCCCC[C@@H](C(=O)N1CCNCC1)n1cc([C@@H](N)CO)nn1 | 2.7%[57.5 µM]
CCOC(=O)NC(=S)Nc1c(C)n(C)n(-c2ccccc2)c1=O | -0.9%
CNC[C@H](O)c1ccc(O)c(O)c1 | 11.1%&-16.4%
CCOC(=O)c1sc(=NC(=O)c2ccco2)n(C)c1C | 1.4%
Cc1ccccc1NC(=O)COC(=O)c1c[nH]c(=O)[nH]c1=O | -12.0%
CCCCN1C(=O)/C(=C/C=C2\Oc3ccccc3N2CC)SC1=S | ?
Cn1c(N)c(C(=O)COC(=O)c2ccc(S(=O)(=O)N3CCCCC3)cc2)c(=O)n(C)c1=O | 3.6%
CON(C)c1nc(OCCNC(=O)OCc2ccc(Cl)cc2C)nc(N(C)C)n1 | -0.7%
Cc1cc(/C=C(/C#N)C(=O)O)c(C)n1CCC(C)C | 2.8%

# Going on with the list.
canonical_smiles | ERK EGF inh
COCCNC(=O)NC(=O)CN1CCN(C(c2ccccc2)c2ccccc2)CC1 | 7.6%
C=CCOC(=O)C1=C(C)NC(SCC(N)=O)=C(C#N)C1c1cccs1 (stereo unspecified) | -9.3%
Cc1cc(NC(=O)CN2C(=O)S/C(=C\c3ccccc3)C2=O)no1 | 7.1%
O=C1ON=C(c2cccc([N+](=O)[O-])c2)/C1=C/c1ccc(O)cc1 | 4.0%
Cc1ccccc1NC(=O)c1cccc(C(F)(F)F)c1 | -5.9%
O=C(Nc1nc(-c2ccccc2)cs1)c1ccc2c(c1)S(=O)(=O)c1ccccc1C2=O | -1.2%
CCc1ccccc1NS(=O)(=O)c1ccc2[nH]cc(C(=O)NC3CCCC3)c(=O)c2c1 | 2.4%
CN1CCc2c(OCC(=O)N3CCC(Cc4ccccc4)CC3)cccc2C1=O | -2.4%
COC(=O)C(C(=O)Nc1nc2ccccc2s1)C1CCCC1 (stereo unspecified) | 0.7%

# 3 entries out of the list, sorted by molar mass, descending.
canonical_smiles | ERK EGF inh
O=C(Nc1nc(-c2ccccc2)cs1)c1ccc2c(c1)S(=O)(=O)c1ccccc1C2=O | -1.2%
COCCNC(=O)NC(=O)CN1CCN(C(c2ccccc2)c2ccccc2)CC1 | 7.6%
Cc1ccccc1NC(=O)c1cccc(C(F)(F)F)c1 | -5.9%
